Bfl-1 Bim block = inhibitors of Bim binding to Bfl-1, primary screen, biochemical, multiplexed, bead-based flow cytometry | inhibition, % at 10 µM | hit rate 0.12% among 190,000 | AID 1008, 2008 | Bim-Bfl-1 binding inhibition;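 also: 0% = wells without compound plus tracer and 100% = blocker peptide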
Rab7 wt modul = modulators of GTP binding to Rab7, primary screen, biochemical, wildtype, multiplex bead flow cytometry. GST-Rab7 beads, fluorescent GTP binding; actives lie on both sides; untreated = 100%, excess cold GTP = 0%. GTP binding activity (percent of control), % at 10 µM. hit rate 0.055% among 190,000;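 active = fluorescent GTP binding to Rab7 beads changed by at least 20 points from the 100% baseline, either direction, mostly lower; inconclusive = compound itself probably fluorescent, or too few beads counted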;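 also: median green fluorescence of bound Bodipy-FL-GTP per Rab7 bead population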
Bcl-B Bim block = inhibitors of Bim-Bcl-B binding, primary screen, biochemical, multiplexed, human Bcl-2 family; Bcl-2-like protein 10 (Homo sapiens), Q9HD36; hit rate 0.073% among 190,000; bead-based flow cytometry, Bim peptide-Bcl-B binding; inhibition, % at 10 µM;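 also: 0% = tracer peptide without compound and 100% = reference inhibitor peptide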
Target sequence (Q9HD36 whole entry, looked up): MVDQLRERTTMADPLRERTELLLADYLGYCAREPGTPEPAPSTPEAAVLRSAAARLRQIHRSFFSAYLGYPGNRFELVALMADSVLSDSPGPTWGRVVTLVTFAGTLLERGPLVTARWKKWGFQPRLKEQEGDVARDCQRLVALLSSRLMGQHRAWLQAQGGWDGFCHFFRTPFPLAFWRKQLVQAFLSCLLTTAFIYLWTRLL
Bcl-XL Bim block = inhibitors of Bim-Bcl-XL binding, primary screen, biochemical, multiplexed, bead flow cytometry, human Bcl-XL | Bcl-2-like protein 1 (Homo sapiens), Q07817 | Bim peptide-Bcl-XL binding, fluorescence | inhibition, % at 10 µM | hit rate 0.04% among 190,000
Target sequence (Q07817 whole entry, looked up): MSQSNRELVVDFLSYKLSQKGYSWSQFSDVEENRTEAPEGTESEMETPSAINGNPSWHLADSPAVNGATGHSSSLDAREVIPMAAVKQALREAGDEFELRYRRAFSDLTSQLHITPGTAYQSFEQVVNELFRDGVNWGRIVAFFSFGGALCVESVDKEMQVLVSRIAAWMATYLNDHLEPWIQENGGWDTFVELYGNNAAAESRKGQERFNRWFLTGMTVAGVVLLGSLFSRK
Rac1 wt modul = wildtype Rac1 GTP binding modulators, primary screen, biochemical, GST-Rac1 beads, flow cytometry, multiplex | Ras-related C3 botulinum toxin substrate 1 (Homo sapiens), P63000 | fluorescent GTP binding; actives lie on both sides; 0 = cold GTP competed, 100 = untreated | GTP binding activity (% of control), % at 10 µM | hit rate 0.27% among 190,000;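 active = GTP binding activity at least 20 points away from the 100% control level, either lower or higher; inconclusive = compound flagged as likely green fluorescent, judged across all proteins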
Cdc42 wt = modulators of GTP binding to wildtype Cdc42, primary screen, biochemical, multiplex bead flow cytometry, Bodipy-GTP. percent activity (GTP binding), % at 10 µM. Cell division control protein 42 homolog (Homo sapiens), P60953. GST-Cdc42 beads; actives lie on both sides. hit rate 0.2% among 190,000. AID 761, 2007;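 active = percent activity GTP binding at least 20 points away from the 100% baseline, either down as inhibitor or up as activator; inconclusive = compound flagged as likely green fluorescent from well-wide comparison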;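 also: median bead fluorescence of bound Bodipy-FL-GTP at 100 nM; 0% = excess unlabeled GTP control and 100% = no compound control; below 100% means less GTP binding so inhibitor and above means activator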
Target sequence (P60953 whole entry, looked up): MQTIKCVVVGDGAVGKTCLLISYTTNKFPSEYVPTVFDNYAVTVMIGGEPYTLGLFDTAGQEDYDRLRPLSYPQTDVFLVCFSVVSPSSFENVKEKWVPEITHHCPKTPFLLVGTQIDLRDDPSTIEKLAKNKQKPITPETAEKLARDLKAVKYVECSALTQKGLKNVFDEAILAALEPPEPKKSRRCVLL
HRas wt GTP = modulators of GTP binding to HRas wildtype, primary screen, biochemical, bead-based flow cytometry, multiplex | GST-Ras wt beads, Bodipy-FL-GTP binding; actives lie on both sides | GTP binding activity, % at 10 µM | hit rate 0.14% among 190,000 | AID 759, 2007;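 active = GTP binding activity at least 20% away from the 100% baseline, either lowered as inhibitor or raised as activator; inconclusive = flagged as likely green fluorescent, judged across all proteins in the well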;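 also: 0% = unlabeled GTP competition control and 100% = no-compound control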
Target sequence (P01112 whole entry, looked up): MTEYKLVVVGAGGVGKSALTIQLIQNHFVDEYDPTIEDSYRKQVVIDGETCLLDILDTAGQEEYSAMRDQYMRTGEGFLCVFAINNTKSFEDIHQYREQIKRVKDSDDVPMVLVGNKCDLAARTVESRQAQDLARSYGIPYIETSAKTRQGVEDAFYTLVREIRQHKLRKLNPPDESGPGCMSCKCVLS
Rac1 act GTP bind = GTP binding modulators of activated mutant Rac1, primary screen, biochemical, bead-based flow cytometry, multiplex, fluorescent GTP. Ras-related C3 botulinum toxin substrate 1 (Homo sapiens), P63000. GST-Rac1 activated beads; actives lie on both sides; 100% means binding = to untreated wells. percent activity (GTP binding), % at 10 µM. hit rate 0.11% among 190,000. AID 764, 2007;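 active = GTP binding at least 20 percentage points away from the 100% baseline, in either direction, so actives lie on both sides; inconclusive = Compound likely fluorescent itself, or too few beads counted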
Bcl-W Bim block = inhibitors of Bim binding to Bcl-W, primary screen, biochemical, multiplexed, bead-based flow cytometry | Bcl-2-like protein 2 (Homo sapiens), Q92843 | Bim peptide-Bcl-W binding | inhibition, % at 10 µM | hit rate 0.02% among 190,000 | AID 952, 2007;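 also: 0% = bound tracer without compound and 100% = peptide blocker; higher means less fluorescent Bim peptide bound to Bcl-W beads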
Rab2A wt mod = modulators of GTP binding to Rab2A wildtype, primary screen, biochemical, dog, bead-based flow cytometry, multiplex | Ras-related protein Rab-2A (Canis lupus familiaris), P61105 | GST-Rab2 wt beads, Bodipy-GTP binding | GTP binding activity, % at 10 µM | hit rate 0.19% among 190,000 | AID 760, 2007;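 active = GTP binding activity at least 20 points away from 100%, either lowered or raised; inconclusive = signal likely due to the compound's own green fluorescence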;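 also: 0% = beads with excess unlabeled GTP and 100% = no-compound control corrected for plate trend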
Bcl-2 Bim block = inhibitors of Bim-Bcl-2 binding, primary screen, biochemical, multiplexed, human Bcl-2 family; Apoptosis regulator Bcl-2 (Homo sapiens), P10415; Bead-based flow cytometry, Bim peptide-Bcl-2 binding; hit rate 0.06% among 190,000; inhibition, % at 10 µM; in the data active = inhibition above about 40%; inconclusive = no clear call, values can overlap the other calls;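 also: 0% = no compound wells with probe peptide and 100% = reference peptide inhibitor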
Target sequence (P10415 whole entry, looked up): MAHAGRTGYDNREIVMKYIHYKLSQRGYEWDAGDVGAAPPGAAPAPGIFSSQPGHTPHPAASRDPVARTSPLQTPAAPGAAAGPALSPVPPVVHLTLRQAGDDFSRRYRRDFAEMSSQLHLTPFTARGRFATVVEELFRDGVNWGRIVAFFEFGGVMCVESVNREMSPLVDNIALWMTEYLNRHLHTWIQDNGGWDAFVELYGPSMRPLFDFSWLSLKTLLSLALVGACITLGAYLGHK
* hit, by the source's call; ? = inconclusive. Rule as the data show it, unless noted: active = inhibition above about 40%. Outcome played no part in choosing rows, and some 0.62% of all compounds hit somewhere here.

| Structure | Bcl-W Bim block | Cdc42 wt | Bcl-B Bim block | Rab2A wt mod | Bcl-XL Bim block | Rac1 act GTP bind | Bcl-2 Bim block | Rac1 wt modul | Bfl-1 Bim block | Rab7 wt modul | HRas wt GTP |
| --- | --- | --- | --- | --- | --- | --- | --- | --- | --- | --- | --- |
| CCCOc1ccc(/C=N/Nc2ccccn2)cc1OC | -3 | 92 | 3 | 93 | 1 | 93 | 0 | 93 | 0 | 95 | 95 |
| S=C(c1ccc(-c2ccccc2)o1)N1CCCCC1 | -3 | ? | -50 | ? | -13 | ? | -8 | ? | 23 | ? | ? |
| CN(CC(=O)Nc1ccccc1C(=O)N1CCCC1)S(=O)(=O)c1ccc(Cl)cc1 | -8 | 106 | -1 | 102 | -8 | 101 | 0 | 104 | -1 | 99 | 104 |
| O=C(NCC1CCCO1)c1ccc(COc2ccc(F)cc2)o1 (stereo not given) | -2 | 99 | -3 | 97 | -6 | 97 | -6 | 101 | -5 | 97 | 97 |
| Cc1ccc(C)c(NC(=S)NNC(=O)c2sccc2C)c1 | -2 | 103 | -32 | 102 | -2 | 102 | -10 | 105 | -10 | 99 | 101 |
| CC(=O)c1c(O)c(C)c(-c2ccccc2)n(-c2ccccc2)c1=O | 0 | 99 | -1 | 96 | -3 | 98 | -2 | 104 | 0 | 96 | 99 |
| O=C(Nc1ccc(Cl)cc1)NC1(C(=O)NCCCN2CCOCC2)CCCCC1 | -4 | 101 | -8 | 102 | -5 | 100 | -6 | 102 | -14 | 98 | 99 |
| COC(=O)CSc1nc2c(c(=O)n(C)c(=O)n2C)n1CCC(C)C | -1 | 96 | -10 | 96 | -12 | 94 | -6 | 100 | -6 | 95 | 97 |

(continued)
| Structure | Bcl-W Bim block | Cdc42 wt | Bcl-B Bim block | Rab2A wt mod | Bcl-XL Bim block | Rac1 act GTP bind | Bcl-2 Bim block | Rac1 wt modul | Bfl-1 Bim block | Rab7 wt modul | HRas wt GTP |
| --- | --- | --- | --- | --- | --- | --- | --- | --- | --- | --- | --- |
| O=C(O)CCC(=O)NNC(=O)CCCOc1ccc(Cl)cc1Cl | -2 | 99 | -9 | 98 | -6 | 98 | -12 | 101 | -23 | 100 | 100 |
| CCN(C(=O)c1cccs1)c1nnc(-c2ccncc2)s1 | 7 | 107 | -2 | 102 | -1 | 101 | -2 | 112 | -6 | 106 | 106 |
| O=C(O)C1C2C=CC(C2)C1C(=O)NCc1ccccn1 (stereo not given) | 0 | 99 | -4 | 95 | -2 | 97 | -6 | 99 | -11 | 95 | 99 |
| Cc1c(NC(=O)CSC2=C(C#N)C(c3ccccc3F)CC(=O)N2)c(=O)n(-c2ccccc2)n1C (stereo not given) | 0 | 105 | -1 | 101 | -1 | 98 | 1 | 98 | 0 | 101 | 105 |
| CC(C)Cn1c(N)c(C(=O)CSc2nc3ccccc3c(=O)n2CCCN2CCOCC2)c(=O)n(C)c1=O | -1 | 94 | -2 | 96 | -5 | 93 | -3 | 98 | -4 | 101 | 96 |
| Cc1nc2sc(C(=O)O)c(N)c2c2c1COC(C)(C)C2 | 0 | 102 | -2 | 99 | -4 | 100 | 0 | 97 | 2 | 99 | 102 |
| Cc1cc(NC(=O)CN2CCC(n3nnc4cc(C(F)(F)F)ccc43)CC2)no1 | 3 | 102 | -6 | 100 | 9 | 98 | -7 | 103 | -9 | 100 | 100 |
| Cc1nnc(SCCC(C)C)[nH]c1=O | -1 | 103 | -1 | 99 | -4 | 100 | 0 | 108 | -1 | 102 | 103 |

(more compounds)
| Structure | Bcl-W Bim block | Cdc42 wt | Bcl-B Bim block | Rab2A wt mod | Bcl-XL Bim block | Rac1 act GTP bind | Bcl-2 Bim block | Rac1 wt modul | Bfl-1 Bim block | Rab7 wt modul | HRas wt GTP |
| --- | --- | --- | --- | --- | --- | --- | --- | --- | --- | --- | --- |
| CCCC(=O)Nc1cccc(C(=O)Nc2ccccc2OCC)c1 | 0 | 101 | -1 | 98 | 0 | 91 | -2 | 99 | -5 | 100 | 95 |
| CC[C@@H](C)C(NC(=O)OC(C)(C)C)c1cn([C@@H](Cc2cc3ccccc3[nH]2)C(=O)N2CCN(C(=O)OC(C)(C)C)CC2)nn1 (stereo not given in full) | 5 | 97 | -5 | 95 | 3 | 96 | 0 | 96 | -3 | 105 | 97 |
| O=C(COC(=O)[C@H](Cc1ccccc1)NC(=O)c1ccco1)NCc1ccccc1 | 2 | 100 | -5 | 97 | -3 | 97 | -2 | 98 | -17 | 97 | 98 |
| Cc1cc(NC(=O)CSc2nc3ccccc3n2CC(C)C)no1 | -1 | 93 | -2 | 96 | -3 | 96 | -4 | 99 | -7 | 97 | 95 |
| CCC(C)[C@H](NC(=O)N1CCN(C)CC1)C(=O)OC (stereo not given in full) | -3 | 104 | -11 | 100 | -8 | 98 | -6 | 105 | -16 | 103 | 100 |
| COC(=O)C1(S(=O)(=O)C2(C(=O)OC)CCCC2)CCCC1 | 0 | 103 | -9 | 100 | 5 | 100 | -9 | 104 | -9 | 98 | 102 |
| O=C(c1ccc2snnc2c1)N1CCSCC1 | -5 | 96 | -13 | 98 | -8 | 99 | -17 | 107 | -25 | 95 | 98 |
| COCCCNC(=S)N1CCN(S(=O)(=O)c2ccc(OC)cc2)CC1 | 2 | 96 | 0 | 94 | 2 | 95 | -1 | 96 | 4 | 102 | 94 |

Other records follow.
| Structure | Bcl-W Bim block | Cdc42 wt | Bcl-B Bim block | Rab2A wt mod | Bcl-XL Bim block | Rac1 act GTP bind | Bcl-2 Bim block | Rac1 wt modul | Bfl-1 Bim block | Rab7 wt modul | HRas wt GTP |
| --- | --- | --- | --- | --- | --- | --- | --- | --- | --- | --- | --- |
| Cc1ccc(C(=O)C[n+]2ccc(-c3nnc4n3CCC4)cc2)cc1 | -8 | 105 | 10 | 101 | -5 | 101 | 4 | 103 | 1 | 99 | 101 |
| CCOC(=O)c1ccc(NC(=O)C2CCN(S(=O)(=O)CC)CC2)cc1 | 0 | 101 | -6 | 99 | -5 | 99 | -7 | 103 | -14 | 99 | 100 |
| CC(=O)Nc1cc(C(=O)OCC(=O)c2ccc(C)cc2)ccc1C | -3 | 102 | -8 | 102 | -5 | 103 | -2 | 103 | -2 | 101 | 101 |
| Cc1cccc(NC(=O)CC2Nc3cccc4cccc(c34)NC2=O)c1 (stereo not given) | 0 | ? | -3 | ? | 0 | ? | -1 | ? | 0 | ? | ? |
| COc1cc(CC(=O)NCCc2ccc(OCc3ccccc3)cc2)c([N+](=O)[O-])cc1OC | -2 | 93 | -8 | 88 | -6 | 91 | -11 | 91 | -13 | 93 | 93 |
| Cc1ccc(C2CN=NC23CCc2ccccc2C3=O)cc1 (stereo not given) | 0 | 99 | -4 | 99 | 3 | 97 | -4 | 99 | -11 | 99 | 99 |
| c1ccc(-c2csc3ncnc(N4CCc5ccccc5C4)c23)cc1 | -3 | 97 | -10 | 97 | -4 | 95 | 0 | 98 | 1 | 98 | 97 |
| O=C(On1c(-c2ccccc2)nc2ccccc2c1=O)c1ccco1 | 0 | 87 | -1 | 89 | 0 | 90 | 0 | 90 | 1 | 93 | 93 |

Additional entries follow:
| Structure | Bcl-W Bim block | Cdc42 wt | Bcl-B Bim block | Rab2A wt mod | Bcl-XL Bim block | Rac1 act GTP bind | Bcl-2 Bim block | Rac1 wt modul | Bfl-1 Bim block | Rab7 wt modul | HRas wt GTP |
| --- | --- | --- | --- | --- | --- | --- | --- | --- | --- | --- | --- |
| O=C(COC(=O)c1ccc([N+](=O)[O-])s1)Nc1ccccc1 | -2 | 97 | -3 | 97 | 0 | 99 | -6 | 98 | -3 | 96 | 100 |
| Cc1cc2ncn(C(=O)c3c(-c4ccccc4)noc3C)c2cc1C | 1 | 96 | -7 | 96 | 2 | 93 | -7 | 95 | -10 | 95 | 96 |
| CC(=O)NCCNC(=O)c1oc2ccccc2c1CSc1ncn[nH]1 | -2 | 96 | -3 | 95 | -2 | 98 | -3 | 95 | -7 | 95 | 95 |
| O=C(c1ccccc1Sc1ccc([N+](=O)[O-])cc1Cl)N1CCOCC1 | 3 | 97 | -4 | 95 | -1 | 94 | -4 | 96 | -1 | 95 | 97 |
| COc1ccc2occ(C(=O)c3ccccc3)c2c1 | -6 | 96 | -6 | 95 | -5 | 94 | -6 | 95 | -7 | 102 | 96 |
| CCOC(=O)N1CCN(C(=O)CN2C(=O)CC(C)(C)S(=O)(=O)c3ccccc32)CC1 | -2 | 104 | -5 | 100 | -2 | 104 | 0 | 107 | -2 | 100 | 103 |
| CCOC(=O)Cn1nnnc1C(CC)N(Cc1ccccc1)Cc1cc2cc(C)ccc2[nH]c1=O (stereo not given) | -2 | 102 | -2 | 102 | -1 | 101 | -2 | 105 | -1 | 101 | 102 |
| Nc1nnc(CC(=O)N/N=C/c2ccc(-c3ccccc3Cl)o2)s1 | -5 | 96 | -15 | 87 | -8 | 94 | -5 | 91 | -4 | 94 | 90 |
| O=C(O)c1ccccc1SCC(=O)N1CCc2ccccc21 | -6 | 98 | -8 | 97 | -4 | 93 | -6 | 94 | -7 | 105 | 98 |

Three of these compounds, set out differently.
Cc1cc(NC(=O)CSc2nc3ccccc3n2CC(C)C)no1
  Bcl-W Bim block = -1
  Cdc42 wt = 93
  Bcl-B Bim block = -2
  Rab2A wt mod = 96
  Bcl-XL Bim block = -3
  Rac1 act GTP bind = 96
  Bcl-2 Bim block = -4
  Rac1 wt modul = 99
  Bfl-1 Bim block = -7
  Rab7 wt modul = 97
  HRas wt GTP = 95

CCC(C)[C@H](NC(=O)N1CCN(C)CC1)C(=O)OC (stereo not given in full)
  Bcl-W Bim block = -3
  Cdc42 wt = 104
  Bcl-B Bim block = -11
  Rab2A wt mod = 100
  Bcl-XL Bim block = -8
  Rac1 act GTP bind = 98
  Bcl-2 Bim block = -6
  Rac1 wt modul = 105
  Bfl-1 Bim block = -16
  Rab7 wt modul = 103
  HRas wt GTP = 100

COC(=O)C1(S(=O)(=O)C2(C(=O)OC)CCCC2)CCCC1
  Bcl-W Bim block = 0
  Cdc42 wt = 103
  Bcl-B Bim block = -9
  Rab2A wt mod = 100
  Bcl-XL Bim block = 5
  Rac1 act GTP bind = 100
  Bcl-2 Bim block = -9
  Rac1 wt modul = 104
  Bfl-1 Bim block = -9
  Rab7 wt modul = 98
  HRas wt GTP = 102

Screens (PubChem)
